KB-3-1 tox: kills parental KB-3-1 adenocarcinoma cells; KB-3-1 viability, CellTiter-Glo ATP luminescence, 72 h; Potency, µM (highest dose often 46.1 µM), for the others: top-dose activity change, negative = cytotoxic, hits mostly cytotoxic; actives 1.4% (n = 400,000); AID 1347075; also: potency is read from the fitted curve at half-maximal effect; % is scaled to controls: 0 for no effect and ±100 for the full control effect; nearly all actives have a fitted effect of over 60% in size
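Luminescent ATP read-out (CellTiter-Glo) measures survival of drug-naive KB-3-1 cells after 72 h compound exposure at 37 °C. Titration series was screened from lowest to highest concentration, with DMSO vehicle plates as background controls.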
HT1080 IDH1KD tx: kills HT-1080 cells with IDH1 knockdown. HT-1080 IDH1 knockdown viability, ATP luminescence, 48 h. Potency, µM (top dose mostly 46.1 µM), inactives show at the highest dose activity, negative = toxicity, hits mostly cytotoxic. actives 2% (n = 360,000). AID 686971;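 also: potency is read from the fitted curve at half-maximal effect; 0% = DMSO wells and -100% = cell-free medium wells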
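HT-1080-IDH1KD cells (IDH1 knocked down), 750/well in RPMI with 5% FBS, treated with compound 48 h at 37 degrees C. Viability by CellTiter-Glo luminescence, normalised to DMSO and no-cell wells; concentration-response curves classed.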
MCF10A rerep: inducers of DNA re-replication in MCF 10A breast cells | MCF 10A DNA re-replication, Hoechst nuclear intensity, 48 h | Potency, µM (series often up to 46.1 µM), for inactives: at the highest dose activity, positive = re-replication, usual class: activators | actives 2.9% (n = 350,000); also: potency is read from the fitted curve at half-maximal effect; % of control where 0% means no effect; nearly all actives have a fitted effect of over 50% in size
SW480 rerep: DNA re-replication induction in SW480 cells. SW480 DNA re-replication, Hoechst DNA content imaging, 48 h. Potency, µM (doses to about 46.1 µM), inactives show top-dose re-replication activation, actives largely listed as activators. actives 1.8% (n = 340,000). AID 624297; also: potency is read from the fitted curve at half-maximal effect; % of control where 0% means no effect; nearly all actives have a fitted effect of over 55% in size
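Compounds, transferred as 23 nL by pin tool, were incubated with cells for 48 hr; DNA content per nucleus was then quantified by Hoechst staining and fluorescence plate imaging.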
HepG2 viability: counter-screen for TGF-b inhibitors: cytotoxicity in HepG2 cells | HepG2 CAGA-GFP viability, ATP luminescence, 18 h | Potency, µM (top dose mostly 46.1 µM), inactives show top-dose activity change, negative = cytotoxicity, hits mostly cytotoxic | actives 0.76% (n = 410,000); also: potency is read from the fitted curve at half-maximal effect; some results filed as inactive show a strong effect at the top dose
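CellTiter-Glo luminescence gave cytotoxicity after 18 hours at 37 degrees C. The cells were HepG2 CAGA-GFP in 1% FBS DMEM, stimulated with 500 pg/mL TGF-beta after compound addition. %Activity was normalised to no-cell wells (complete cell-killing) and DMSO (no toxicity), and curves were fitted and classified.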
ATXN2 expr inh: inhibitors of ATXN2 expression; HEK-293 ATXN2-luciferase reporter, luminescence, 24 h; Potency, µM (doses to about 57 µM), without a hit: at the highest dose activity change, negative = inhibition, actives largely listed as inhibitors; actives 0.72% (n = 360,000); AID 1745845; also: potency is read from the fitted curve at half-maximal effect; % is scaled to controls: 0 for no effect and ±100 for the full control effect; nearly all actives have a fitted effect of over 55% in size
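ATXN2-luciferase reporter cells (luciferase flanked by upstream and downstream ATXN2 gene portions) were treated 24 h at 37 °C with compounds at up to 57 uM. SteadyGlo luminescence gave expression; GF-AFC fluorescence gave viability.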
IL1B secr inh: inhibitors of inflammasome signaling (IL-1 beta secretion); actives 4.7% (n = 360,000); THP-1 LPS/ATP IL-1B secretion, AlphaLISA, 16 h; hits give low values; activity change, % at 57.5 µM; in the data active = activity change below about -50%; inconclusive = mostly about -30% to -49%; also: % is scaled to controls: 0 for no effect and ±100 for the full control effect
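Secreted IL-1B measured by AlphaLISA bead assay after 16 h compound exposure of THP-1 cells; compounds (final up to 57.5 uM) added 1 h before LPS (250 ng/mL) and ATP (1.25 mM) stimulation; lower signal means less secretion.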
S2 tox: cell viability loss in ATXN counter-screen; S2 cells (HEK-293 line with an ATXN2-luciferase reporter) viability, CellTiter-Fluor protease fluorescence, 24 h; Potency, µM (titrated, usually from 56.7 µM), actives largely listed as cytotoxic; actives 0.49% (n = 400,000); also: potency is read from the fitted curve at half-maximal effect; nearly all actives have a fitted effect of over 40% in size
HT1080-NT tox: kills 2HG-producing HT-1080-NT fibrosarcoma cells; HT-1080-NT fibrosarcoma viability, CellTiter-Glo ATP luminescence, 48 h; Potency, µM (top dose mostly 46.1 µM), for the others: top-dose activity, negative = less viability, most hits filed as cytotoxic; actives 1.6% (n = 360,000); AID 686970;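 also: NT is the 2HG producing partner of a matched IDH1 knockdown line; potency is read from the fitted curve at half-maximal effect; 0% = DMSO-treated cells and -100% = media-only wells without cells; nearly all actives have a fitted effect of over 55% in size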
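Fibrosarcoma NT cells, 750 per well in 5% FBS RPMI, were exposed to compound for 48 hours. Viability: CellTiter-Glo luminescence.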
Numbers without * were called inactive; i = inactive; ? = inconclusive; nt = not tested or not shown; [ ] = dose if it differs, or a comment. Unless noted, calls follow the shape of the dose curve; as a rule, active = well fitted curve in the direction sought with a large enough effect; inconclusive = small, poorly fitted or top-dose-only effect, or another doubt; inactive = no such curve, though single readings can be large; an effect the other way counts as inactive or inconclusive.

SMILES | KB-3-1 tox | HT1080 IDH1KD tx | MCF10A rerep | SW480 rerep | HepG2 viability | ATXN2 expr inh | IL1B secr inh | S2 tox | HT1080-NT tox
Cc1cc(C)c(S(=O)(=O)NCC2CCC(C(=O)NCc3ccc4c(c3)OCO4)CC2)c(C)c1 (stereo unspecified) | 8% | -21% | 1% | 8% | -23% | 1% | -12 | i | -14%
COc1cc2c(c3oc(=O)cc(CC(=O)O)c13)CCC(C)(C)O2 | 0% | 0% | 14% | -5% | -20% | nt | 8 | i | 8%
CC(C)(C)CN1CCNC(=O)C1CC(=O)N1CCOc2ccccc2C1 (stereo unspecified) | -11% | 10% | -6% | -3% | -11% | -3% | -11 | i | 14%
CCOC(=O)c1cc(-c2ccc(C)cc2)nn1Cc1ccccc1 | -7% | nt | nt | nt | -34% | 56%[activator] | nt | i | nt
CCC1CCc2[nH]nc(C(=O)O)c2C1 (stereo unspecified) | 0% | -12%[9.24 µM] | 0% | 2% | -18% | -14% | 27 | i | 5%
CC[C@]12c3[nH]c4ccc(OC)cc4c3CCN1C(=O)C(CC(=O)NCC13CC4CC(CC(C4)C1)C3)C[C@@H]2C(=O)N1CCN(C(=O)c2ccco2)CC1 (stereo partly specified) | 0% | ? | ? | ? | -4% | ? | -55* | ? | -29%
COc1ccc(Nc2nnc(SCc3cn4c(C)cccc4n3)s2)cc1 | 12µM* | -23% | ? | ? | -23% | 0% | ? | i | -15%
O=c1cc(COc2ccc(Cl)c(Cl)c2)nc2sccn12 | 15% | ? | -6% | 0% | -13% | 23% | -9 | i | -1%
Cc1ccc(-c2c(CC(=O)O)c(C)nc3sc4c(c23)CCCC4)cc1 | 5% | 3% | 4% | 1% | -2% | 1% | 14 | i | 0%
CCc1ccc(NC(=O)C2CC(=O)N(C(C)C)C2)cc1 (stereo unspecified) | -2% | -5% | 3% | -8% | 10% | 3% | -10 | ? | -4%
CC(=O)c1ccc(S(=O)(=O)NCCc2csc(-c3cccnc3)n2)cc1 | -7% | -2% | 1% | 0% | -21% | 2% | 1 | i | -13%
CCOc1cc(C(=O)Nc2c3c(nn2C(C)(C)C)CS(=O)C3)cc(OCC)c1OCC (stereo unspecified) | -1% | -2% | 1% | -3% | -10% | -2% | -20 | i | 1%
CCN(CC(=O)Nc1ccc(NC(C)=O)cc1)C(=O)c1cccc(S(=O)(=O)N2CCCC2)c1 | 3% | 0% | 3% | -30% | 8% | -2% | 16 | i | 1%
Cc1cc(NC(=O)CCC(=O)N(CC(=O)NC2CCCC2)c2ccccc2)no1 | 2% | -2% | -4% | -3% | -1% | -6% | 2 | i | -2%
COc1cc([N+](=O)[O-])ccc1NC(=O)CCS(=O)(=O)c1ccc2c(c1)n(C)c(=O)c(=O)n2C | -3% | 17% | -23% | 13% | 1% | -9% | 1 | i | 18%
CC1(C)CN=C(N(Cc2ccccc2)C(=O)Nc2ccccc2)S1 | 4% | 18% | -2% | -324%[inhibitor] | 10% | 35%[activator] | -10 | i | 13%
Cc1ccc(SCCC(=O)Nc2c(C)n(C)n(-c3ccccc3)c2=O)cc1 | 15% | -1% | 0% | -4% | -13% | -19% | -8 | i | 8%
COC(=O)c1ccc(NC(=O)CCc2c(C)nc3c(c(C)nn3C(C)(C)C)c2C)cc1 | -18% | nt | nt | nt | -47% | 13% | nt | i | nt
COC(=O)c1ccc(NC(=O)c2ccc(N(C)S(C)(=O)=O)cc2)cc1 | 15% | ? | 6% | 5% | -2% | -15% | -1 | i | ?
COCCCN1C(=O)C(=O)/C(=C(/O)c2ccccc2)C1c1ccc2c(c1)OCO2 (stereo unspecified) | -14% | 0% | 2% | 0% | -17% | -8% | 8 | i | 0%
Cc1ccc(NC(=S)NC(=O)C2CC2)cc1Cl | 6% | -12% | -1% | ? | -20% | 31% | 64 | i | -20%
COc1ccc2c(c1)[C@@H]1[C@H](CO2)[C@H](c2ccccc2)[C@]2(C)C(=O)NCC(=O)N12 | -3% | 0% | -5% | -1% | -23% | 0% | -19 | i | 0%
Oc1c(C=NCc2ccccc2)sc2ccccc12 | -2% | -16% | ? | 12% | -2% | 19% | -2 | ? | -9%
Cc1ccn2c(C=O)c(-c3ccc(F)cc3)c(C=O)c2c1 | 7% | -6% | ? | -45%[inhibitor] | -17% | -12% | 0 | ? | -6%
Cc1ccc(C(=O)N2CCN(c3ncccn3)CC2)cc1S(=O)(=O)N1CCCCC1 | 4% | 5% | -1% | -6% | 1% | -5% | 9 | i | -2%

A different layout for two compounds above.
Below each compound – KB-3-1 tox, HT1080 IDH1KD tx, MCF10A rerep, SW480 rerep, HepG2 viability, ATXN2 expr inh, IL1B secr inh, S2 tox, HT1080-NT tox
Cc1cc(NC(=O)CCC(=O)N(CC(=O)NC2CCCC2)c2ccccc2)no1
 : 2%, -2%, -4%, -3%, -1%, -6%, 2, i, -2%
COc1cc([N+](=O)[O-])ccc1NC(=O)CCS(=O)(=O)c1ccc2c(c1)n(C)c(=O)c(=O)n2C
 : -3%, 17%, -23%, 13%, 1%, -9%, 1, i, 18%

New compounds follow:
SMILES | KB-3-1 tox | HT1080 IDH1KD tx | MCF10A rerep | SW480 rerep | HepG2 viability | ATXN2 expr inh | IL1B secr inh | S2 tox | HT1080-NT tox
CCN(Cc1ccccc1)C(=O)CN1C(=O)c2ccccc2C1=O | -1% | 11% | -1% | 23% | 9% | -8% | -3 | i | 19%
COCCNC(=O)CN(c1ccc(C)cc1)S(=O)(=O)c1ccccc1 | 20% | 22% | 7% | -7% | 0% | 4% | 4 | i | 11%
CCOC(=O)C1(C)CCN1C(=O)c1cccnc1Oc1ccccc1 (stereo unspecified) | 0% | 6% | nt | nt | 0% | 2% | 19 | i | 24%
CC(C)c1ccc(C(=O)N/N=C/c2cccc(Cl)c2Cl)cc1 | -8% | 15% | 3% | 9% | -30% | 20% | -26 | i | 12%
CCN(CC)C(=O)c1sc2c(c1C)c(=O)n(-c1ccc(OC)cc1OC)c(=O)n2CC(=O)Nc1ccccc1 | 12% | nt | nt | nt | -5% | 12% | nt | i | nt
C/C=C/c1ccc(OCC(=O)OCC(=O)NC2CC2)c(OC)c1 | 12% | 3% | 1% | -6% | 3% | 6% | 21 | i | 4%
Cc1cccc(NC2=NC(C)(C)N=C(N)N2)c1C | 9% | 13% | 10% | -2% | -16% | 3% | -17 | i | 14%
CCCCOc1ccc(C(=O)NCC(=O)N2CC=C(c3ccccc3)CC2)cc1 | 4% | 0% | -1% | -474%[inhibitor] | 2% | 9% | 16 | i | 7%
O=C(COC(=O)c1ccccn1)NC12CC3CC(CC(C3)C1)C2 | -1% | -8% | 11% | 0% | -30% | -3% | -14 | i | -2%
CCOC(=O)C1CCN(C(=O)C(CCSC)NC(=O)c2ccccc2OC)CC1 (stereo unspecified) | 0% | 2% | 3% | 1% | 1% | nt | 8 | ? | 7%
CCOC(=O)[C@@H]1[C@H]2COc3cc(OC)ccc3[C@H]2N2C(=O)N(c3ccc(F)cc3)C(=O)[C@]12C | 0% | 6% | -20% | 2% | -14% | 3% | -21 | i | 7%
COc1ccc(Nc2nc(N)nc(CSc3nccn3C)n2)cc1 | 0% | -3% | -1% | -154%[inhibitor] | -3% | nt | 9 | ? | 4%
COc1ccc(N2CCN(C3CCCCC3NS(=O)(=O)c3ccc(Cl)cc3)CC2)cc1 (stereo unspecified) | ? | -9% | -4% | 14% | -15% | -18% | 100 | i | 3%
CC1CCN(C(=O)c2ccc(NS(=O)(=O)c3ccccc3)cc2)CC1 | 5% | 0% | -1% | 1% | -28% | 14% | 6 | i | 4%
O=C(Nc1ccc(S(=O)(=O)NCCc2ccccc2)cc1)c1ccco1 | -28% | -20% | 4% | 1% | -3% | 4% | 15 | i | -6%
NC(=O)c1ccc(NC(=S)NCc2ccco2)cc1 | 0% | 7% | 7% | -5% | 2% | nt | 19 | i | 3%
C/C=C\C(=O)Nc1cccc(C2=NOC3(C2)C[C@@H](C(N)=O)N(C(=O)CC(c2ccccc2)c2ccccc2)C3)c1 (stereo partly specified) | 4% | -2% | 9% | 3% | 5% | -30% | -23 | ? | 0%
CC1CCc2sc(C(=O)NNS(=O)(=O)c3ccc(F)c(F)c3F)cc2C1 (stereo unspecified) | 6% | -24% | 18% | 3% | -33% | 2% | 7 | i | -10%
O=C(N/N=C/c1ccc([N+](=O)[O-])o1)c1ccc2c(c1)OCO2 | ? | ? | 27% | ? | 11µM* | 10µM* | -6 | i | ?
Cc1cc(C)n(-c2nc3ccccc3nc2Nc2ccc(Cl)c(Cl)c2)n1 | -10% | nt | nt | nt | -5% | 2% | nt | i | nt
Clc1cccc(CSc2nnc(-c3sccc3-n3cccc3)o2)c1 | 0% | -2% | 5% | 9% | 21% | -10% | 0 | i | -9%
COc1ccc(/C=N/n2cc(-c3ccccc3)nc2N)cc1 | 3.7µM* | -12% | 23µM* | ? | -10% | -1% | 9 | ? | -14%
Cc1ccccc1OCC(=O)NCC(c1ccco1)N1CCCCC1 (stereo unspecified) | 16% | 0% | 7% | -2% | -11% | -20% | -12 | i | 6%
O=C(NCC(c1cccs1)S(=O)(=O)c1cccs1)c1ccc(Cl)cc1 (stereo unspecified) | 7% | nt | nt | nt | -17% | -25% | nt | ? | nt
COc1cc(/C=N/Nc2nc3ccccc3s2)cc([N+](=O)[O-])c1O | 26% | 5% | -1% | -36%[inhibitor] | -23% | nt | -10 | i | -7%
COc1cc(-c2ccno2)ccc1S(=O)(=O)N1CCN(c2cccc(Cl)c2)CC1 | -6% | nt | nt | nt | -26% | 9% | nt | ? | nt
COc1ccc(CCN2C(=O)N(c3ccccc3)C(=O)C2CC(=O)Nc2ccccc2)cc1 (stereo unspecified) | 0% | nt | nt | nt | -18% | 13% | nt | ? | nt
Cc1ccc(NC(=O)C(=O)NCCN2CCN(S(C)(=O)=O)CC2)cc1 | 13% | 15% | -1% | -17% | 0% | -3% | 35 | i | 9%
